# Screening data: PubChem, National Center for Advancing Translational Sciences (NCATS)
# TDP1 cell noCPT = qHTS for Inhibitors of human tyrosyl-DNA phosphodiesterase 1 (TDP1): qHTS in cells in absence of CPT; DT40 Tdp1-/- hTDP1 cells, no CPT, ATP luminescence, 48 h; Potency, µM (series often up to 46.2 µM), inactives show at the top dose activity change, negative = growth inhibition, actives largely listed as inhibitors; 15% of 420,000 active; further: nearly all actives have a fitted effect of over 55% in size
#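 A cellular qHTS used chicken DT40 cells lacking endogenous Tdp1 but carrying stably transfected human TDP1. Compounds were applied without camptothecin, and cell growth kinetics were judged by ATP-dependent luminescence after ≥48 hr.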
# N370S GC = qHTS Assay for Inhibitors and Activators of N370S glucocerebrosidase as a Potential Chaperone Treatment of Gaucher Disease | Lysosomal acid glucosylceramidase (Homo sapiens), P04062 | N370S GC spleen homogenate, 4MU-glucoside fluorescence | 0.092% of 330,000 active | Potency, µM (titrated, usually from 59.4 µM), for the others: at the highest dose activity change, negative = inhibition, usual class: inhibitors;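 further: 0% = full enzyme activity and -100% = no enzyme basal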
# TDP1 block = qHTS Assay for Inhibitors of Tyrosyl-DNA Phosphodiesterase (TDP1); 0.28% of 350,000 active; Potency, µM (titrated, usually from 130 µM), for inactives: at the top dose activity change, negative = inhibition, usual class: inhibitors; Tyrosyl-DNA phosphodiesterase 1 (Homo sapiens), Q9NUW8; recombinant TDP1, AlphaScreen DNA substrate cleavage; further: nearly all actives have a fitted effect of over 40% in size
# Target sequence (Q9NUW8 whole entry, looked up): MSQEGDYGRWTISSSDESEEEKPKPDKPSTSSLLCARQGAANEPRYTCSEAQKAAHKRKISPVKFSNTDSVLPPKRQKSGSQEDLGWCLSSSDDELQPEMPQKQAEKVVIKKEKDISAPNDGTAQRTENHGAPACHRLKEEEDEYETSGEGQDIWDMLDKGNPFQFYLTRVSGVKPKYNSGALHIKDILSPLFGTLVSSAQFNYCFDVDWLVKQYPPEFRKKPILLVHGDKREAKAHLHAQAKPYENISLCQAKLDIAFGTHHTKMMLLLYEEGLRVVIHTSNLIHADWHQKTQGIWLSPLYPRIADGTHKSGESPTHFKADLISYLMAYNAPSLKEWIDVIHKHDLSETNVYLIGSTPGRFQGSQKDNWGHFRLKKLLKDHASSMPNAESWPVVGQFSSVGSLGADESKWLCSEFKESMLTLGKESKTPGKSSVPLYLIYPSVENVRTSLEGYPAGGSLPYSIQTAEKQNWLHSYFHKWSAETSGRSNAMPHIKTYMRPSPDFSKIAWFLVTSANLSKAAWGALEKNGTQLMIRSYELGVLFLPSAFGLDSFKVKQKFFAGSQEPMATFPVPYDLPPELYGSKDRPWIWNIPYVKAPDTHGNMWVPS
#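 Steps: enzyme plus compound, 15 min RT; add biotin/phosphotyrosine-FITC oligonucleotide (15 nM final), react 5 min; add donor/acceptor beads (10 ug/ml final), 10 min; read AlphaScreen. Tdp1 at 1 nM final.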
# * = called active by the depositor; ? = inconclusive; / = not tested or not shown; & = joins results of further samples; [ ] = dose if it differs, or a comment. The call rests on the fitted dose curve; in most records, active means well fitted curve in the direction sought with a large enough effect; inconclusive means small, poorly fitted or top-dose-only effect, or another doubt; inactive means no such curve, though single readings can be large; an effect the other way counts as inactive or inconclusive. Unless noted, on the % scale 0 is the no-effect control and ±100 the full control effect; potency means the concentration at half of the fitted maximal effect. Some of the compounds tested; count on the stated rates, not on these rows.
SMILES,TDP1 cell noCPT,N370S GC,TDP1 block
Cc1c(Cc2ccc3c(c2)OCO3)sc(NC(=O)c2ccccc2)c1C(N)=O,?,18.7%,-3.9%
Cc1cc(Oc2ccc(=O)[nH]n2)nc(Cl)n1,8.2%,4.5%,5.7%
CCOc1ccccc1NC(=O)c1ccc2c(Cl)c3c(nc2c1)CCC3,-19.3%,/,3.8%
NC(=S)N/N=C/c1ccc(-c2cc(Cl)ccc2Cl)o1,3.26µM*,-6.3%,5.3%
CCOC(=O)N1CCN(C(=O)c2ccc3c(SCC(=O)O)c4c(nc3c2)CCCC4)CC1,-1.1%,-6.1%,-2.6%
CCOCCCNC(=O)c1cccs1,-2.1%,4.8%,9.5%
O=C(CN1C(=O)c2ccccc2S1(=O)=O)Nc1ccon1,-4.7%,-0.9%,/
COc1ccc(-c2cc(OC)c3c(C)oc(C)c3c(=O)c2)cc1OC,?,-20.1%,1.9%
O=C(COC(=O)c1ccc2[nH]c3c(c2c1)CCCC3)Nc1ccccc1Cl,0.4%,4.1%,5.4%
COC(=O)c1[nH]c2ccc(F)cc2c1NC(=O)C1=COCCO1,-21.5%,-9.7%,6.3%
N#C/C(=C(/O)COC(=O)CCC1CCCCC1)c1nc2ccccc2[nH]1,4.11µM*,20.6%,9.1%
COCC(=O)Oc1c(S(=O)(=O)c2ccc(C)cc2)c(C)nn1C(C)(C)C,16.2%,-7.5%,/
COCCCNc1c2c(nc3nnnn13)CCCC2,-18.4%,-3.9%,3.8%
COc1ccc(Nc2nnc(-c3ccccc3)c3ccccc23)cc1C(=O)N1CCCCC1,-22.4%,-15.8%,5.5%
OC(CCN1CCCC1)(c1ccccc1)C1CCCCC1 (stereo not given),?,-12.8%&0.7%,8.7%

# Full records, looked up by structure:
# COC(=O)c1[nH]c2ccc(F)cc2c1NC(=O)C1=COCCO1 across the screens: TDP1 cell noCPT = -21.5%; N370S GC = -9.7%; TDP1 block = 6.3%
# O=C(CN1C(=O)c2ccccc2S1(=O)=O)Nc1ccon1 across the screens: TDP1 cell noCPT = -4.7%; N370S GC = -0.9%; TDP1 block = /
# CCOc1ccccc1NC(=O)c1ccc2c(Cl)c3c(nc2c1)CCC3 across the screens: TDP1 cell noCPT = -19.3%; N370S GC = /; TDP1 block = 3.8%

# (list continues)
SMILES,TDP1 cell noCPT,N370S GC,TDP1 block
O=C(Cn1nnc(-c2ccccc2)n1)NCc1ccccc1,2.1%,3.9%,0.0%
O=C(Nc1cccc(S(=O)(=O)N2CCOCC2)c1)c1cc(=O)[nH]c2ccccc12,-1.0%,/,0.2%
O=C(NC(c1ccccc1)C(Cl)Cl)c1ccccc1 (stereo not given),-7.6%,2.0%,2.3%
C=CCSc1nc(C)c(CC=C)c(=O)[nH]1,1.0%,3.6%,5.7%
CCCCc1cc(=O)oc2cc(OCC(=O)NCCN3CCOCC3)c(Cl)cc12,18.4µM*,-4.4%,3.8%
O=C(O)COc1ccccc1/C=C1\SC(=O)N(Cc2ccc(F)cc2)C1=O,-11.7%,4.9%,3.6%
COc1cc(C(=O)OCc2cccc(S(=O)(=O)N3CCOCC3)c2)ccc1OCC(C)C,-21.6%,/,-0.4%
CCOCCCNC(=O)C1CCCN(c2ncnc3onc(C)c23)C1 (stereo not given),20.6µM*,/,1.1%
CCCNC(=O)c1ccccc1NC(=O)c1ccc(CSc2ccccc2)cc1,20.6µM*,14.2%,0.0%
CCOc1cc(C2c3c(-c4cc(C)ccc4O)n[nH]c3C(=O)N2CCCOC(C)C)ccc1O (stereo not given),?,/,1.2%
C=CCc1ccc(OCCCOc2ccc(C)cc2OC)c(OC)c1,?,4.7%,2.0%
COc1ccc(OC)c(/C=N/Nc2nncn2/N=C/c2cc(OC)ccc2OC)c1,7.31µM*,3.3%,6.3%
CCOc1ccc(-n2c(=O)c3c(C)c(C)sc3n(CC(=O)N(CC)Cc3ccccc3)c2=O)cc1,11.6µM*,/,5.5%
Cc1ccc(-n2c(C)nc3ncnc(-c4ccccc4)c32)cc1,-22.2%,-4.5%,-1.9%
COc1ccc(S(=O)(=O)N(CC(=O)NC2CC2)c2ccc(C)cc2)cc1OC,-21.2%,1.3%,2.2%

# 5 entries from above, with tabs:
Compound	TDP1 cell noCPT	N370S GC	TDP1 block
O=C(COC(=O)c1ccc2[nH]c3c(c2c1)CCCC3)Nc1ccccc1Cl	0.4%	4.1%	5.4%
C=CCc1ccc(OCCCOc2ccc(C)cc2OC)c(OC)c1	?	4.7%	2.0%
CCOc1cc(C2c3c(-c4cc(C)ccc4O)n[nH]c3C(=O)N2CCCOC(C)C)ccc1O (stereo not given)	?	/	1.2%
COCC(=O)Oc1c(S(=O)(=O)c2ccc(C)cc2)c(C)nn1C(C)(C)C	16.2%	-7.5%	/
CCOCCCNC(=O)C1CCCN(c2ncnc3onc(C)c23)C1 (stereo not given)	20.6µM*	/	1.1%

# Next section:
SMILES,TDP1 cell noCPT,N370S GC,TDP1 block
O=C(CNC(=O)c1cccc(Br)c1)NCCc1nc2ccccc2[nH]1,-1.2%,1.8%,1.3%
O=C(CSc1ccccc1Cl)N1CCC(c2nc3ccccc3s2)CC1,?,25.3%,7.1%
COc1ccc(/C=C(\C#N)c2n[nH]c(Cn3cncn3)n2)cc1,?,-10.1%,5.5%
CCc1noc(C)c1C(=O)N(C)CC(=O)Nc1ccc(OC)cc1,-0.6%,-4.8%,/
Cc1ccc2nc(N3C(=O)C(O)=C(C(=O)c4ccco4)C3c3ccc(C)o3)sc2c1 (stereo not given),?,-5.7%,12.7%
Cc1[nH]n(-c2ccccc2)c(=O)c1C=Nc1cccc2cccnc12,0.92µM*,9.8%,5.5%
O=C(NCc1ccc(F)cc1)C1(S(=O)(=O)c2ccc(Cl)cc2)CC1,-22.4%,-4.2%,-3.0%[0.0935 µM]
c1ccc(NNC2=NCCS2)cc1,-0.6%,-6.8%,/
COc1ccc(CCN2C(=O)CC(N3CCN(S(=O)(=O)c4ccccc4)CC3)C2=O)cc1OC (stereo not given),?,3.6%,4.3%
CC1CCN(C(=O)C2CCN(C(=O)c3ccc(C(C)(C)C)cc3)CC2)CC1,?,-0.2%,/
CCOC(=O)c1sc(NC(=O)c2c(OC)cccc2OC)nc1C,-41.0%,-2.5%,4.7%
CCCCn1c(N2CCC(Cc3ccccc3)CC2)nc2c1c(=O)[nH]c(=O)n2C,20.6µM*,14.1%,5.6%
CC(C)C(O)(C#CCN1CCCCC1)c1ccccc1 (stereo not given),-13.6%,19.1%,4.7%
Cc1ccccc1CN1CCN(CC(=O)NCCCN2CCN(c3ccc(F)cc3)CC2)C1=O,13µM*,3.5%,5.9%
Cn1c2ccccc2c2c(C(=O)N3CCN(c4cccc(C(F)(F)F)c4)CC3)cn(C3CCCCC3)c(=O)c21,16.4µM*,/,0.0%[12.3 µM]
O=C(CNC(=O)c1ccc(F)cc1)N/N=C/c1cn[nH]c1-c1ccccc1,-22.3%,-3.6%,8.2%
COc1ccc(OC)c(NC(=O)c2ccc3nc(-c4ccccc4)c(-c4ccccc4)nc3c2)c1,/,3.7%,3.0%
COc1ccccc1N1CCN(C(=O)COc2ccc(Cl)cc2)CC1,-29.0%,2.7%,5.3%
Cc1ccc(Nc2nnc(SCC(=O)Nc3ncc(C(F)(F)F)cc3Cl)s2)cc1,-22.8%,-2.1%,5.3%
CCOC(=O)C1=C(COC(=O)Cc2ccc(Cl)cc2)NC(=O)NC1C (stereo not given),1.2%,/,0.0%
CN(CC(=O)NCc1ccc(F)cc1)S(=O)(=O)c1ccc2c(c1)n(C)c(=O)c(=O)n2C,23.9%,3.6%,3.5%
O=C(CCC(=O)c1cccs1)NCc1cccnc1,-1.7%,-18.8%,-2.7%
CC(C)[C@H](NC(=O)[C@@H]1CSC2c3ccccc3C(=O)N21)C(=O)NC1CCCCC1 (stereo not given in full),?,-1.1%,2.3%
C[C@]1(OC(=O)/C=C/c2ccccc2)C[C@@H](O)[C@]2(O)C=CO[C@@H](O[C@@H]3O[C@H](CO)[C@@H](O)[C@H](O)[C@H]3O)[C@@H]21,-0.8%,-9.4%,/
COc1ccccc1-c1cncnc1Nc1ccccc1,-4.6%,-4.6%,/
Cn1c(SCc2ccccc2F)nnc1-c1cnccn1,-22.9%,0.5%,-1.0%
CC(=O)Nc1cccc(Oc2cc(C#N)c(C#N)cc2N2CCOCC2)c1,?,13.8%,10.9%
CCOC(=O)N1CCN(Cc2nc3cc(NC(=O)CC)ccc3n2C)CC1,0.1%,-11.5%,/
CCOc1ccc(NC(=O)c2ccc3[nH]c(C)cc(=O)c3c2)cc1,-10.7%,/,5.7%
CCc1ccc(-c2cn3nc(CC)sc3n2)cc1,-16.1%,/,0.0%

# Results in TDP1 cell noCPT (2 entries from above):
Structure	TDP1 cell noCPT
COc1ccccc1N1CCN(C(=O)COc2ccc(Cl)cc2)CC1	-29.0%
CCOC(=O)N1CCN(Cc2nc3cc(NC(=O)CC)ccc3n2C)CC1	0.1%

# Part of the list above in order of count of non-hydrogen atoms, rising:
SMILES,TDP1 cell noCPT,N370S GC,TDP1 block
O=C(CCC(=O)c1cccs1)NCc1cccnc1,-1.7%,-18.8%,-2.7%
Cn1c(SCc2ccccc2F)nnc1-c1cnccn1,-22.9%,0.5%,-1.0%
CCOC(=O)N1CCN(Cc2nc3cc(NC(=O)CC)ccc3n2C)CC1,0.1%,-11.5%,/
COc1ccc(OC)c(NC(=O)c2ccc3nc(-c4ccccc4)c(-c4ccccc4)nc3c2)c1,/,3.7%,3.0%

# Carrying on.
SMILES,TDP1 cell noCPT,N370S GC,TDP1 block
CCOc1cccc(C(=O)NC(=S)NCc2cccnc2)c1,?,0.7%,-3.0%
CCN(CC)S(=O)(=O)c1ccc(C)c(NC(=O)CN2CCN(C)CC2)c1,-23.0%,-13.4%,-2.9%
CN(C)Cc1ccccc1C(O)(c1ccccc1)c1ccccc1,?,-12.7%,/
Cc1ccn(CCC(=O)N2CCCC(CCC(=O)NCc3ccc(F)c(F)c3)C2)n1 (stereo not given),-14.4%,11.3%,/
NS(=O)(=O)c1ccc(NC(=O)c2ccc(OCC3CCCO3)cc2)cc1 (stereo not given),-18.8%,/,-1.6%
CC(C)c1ccc2oc(=O)cc(CN3CCN(c4ccc(F)cc4)CC3)c2c1,?,-2.1%,3.9%
O=C(CCCn1c(SCC(=O)NCC2CCCO2)nc2ccccc2c1=O)NCC1CCCO1 (stereo not given),5.1%,-15.0%,0.0%
Cc1ccc(-c2c(CN3CCN(c4cc(C)ccc4C)CC3)csc2C)cc1,16.4µM*,/,2.6%
COc1ccc(OCCSc2ncnc3nc[nH]c23)cc1,?,3.0%,4.9%
Cc1ccc(/C=C/C(=O)c2ccc(C)cc2)cc1,?,-4.7%,1.1%
Cc1cccc(C)c1NC(=O)Cn1nnnc1N,-2.5%,-7.2%,-2.6%
Cc1cccc(OCC(=O)Nc2cccc(C(=O)NCC(C)C)c2)c1,?,2.0%,-0.6%
Cc1cccc2c(N=Nc3ccc(S(=O)(=O)Nc4cccc(Cl)c4)cc3[N+](=O)[O-])c(O)[nH]c12,1.8%,-2.7%,3.6%
N=c1c(C(=O)NCc2ccc(F)cc2)cc2c(=O)n3ccccc3nc2n1Cc1ccco1,16.4µM*,-5.9%,2.7%
Cc1nn(C)cc1S(=O)(=O)N1CCN(c2ccccc2)CC1,1.9%,2.4%,4.1%
Cc1sc2nc(CN3CCN(S(=O)(=O)c4cccc5nonc45)CC3)[nH]c(=O)c2c1C,?,-6.5%,6.8%
